Screens: PubChem, National Center for Advancing Translational Sciences (NCATS)
AmpC inh det – blocks E. coli AmpC beta-lactamase in presence of detergent; P00811; purified AmpC, nitrocefin hydrolysis with detergent; Potency, µM (highest dose often 28.7 µM), inactives show at the highest dose activity change, negative = inhibition; 71,000 compounds, 0.09% hits; active = well fitted curve in the direction sought with a large enough effect
Target sequence (P00811 whole entry, looked up): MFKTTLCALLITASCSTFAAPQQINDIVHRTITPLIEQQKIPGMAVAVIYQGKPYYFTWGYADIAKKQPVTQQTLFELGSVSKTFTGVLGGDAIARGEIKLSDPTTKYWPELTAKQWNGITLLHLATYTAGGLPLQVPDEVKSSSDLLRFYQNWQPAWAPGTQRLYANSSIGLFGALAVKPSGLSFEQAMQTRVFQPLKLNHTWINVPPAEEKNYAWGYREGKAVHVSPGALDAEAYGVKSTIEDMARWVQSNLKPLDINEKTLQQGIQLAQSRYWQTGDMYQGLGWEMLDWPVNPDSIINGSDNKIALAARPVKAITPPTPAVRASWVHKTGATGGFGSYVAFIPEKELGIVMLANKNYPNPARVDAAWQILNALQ
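E. coli AmpC (5.3 nM) in 20 mM phosphate pH 7.0 with 0.01% Triton X-100, preincubated 15 min RT with compound; nitrocefin (2 uL of 800 uM stock) hydrolysis followed by 480 nm absorbance every 20 s over 4 min.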
Starred values were filed as active, the others as inactive; [ ] = another dose, or the depositor's remark. % is set by controls: 0 for no effect and ±100 for the full control effect; potency is the fitted concentration of half-maximal effect. This is a subset; the hit share may differ from the screen's.

No.	canonical_smiles	AmpC inh det
1	CC1CCCCN1CCNC(=O)c1ccc2c(=O)n(CCc3ccccc3)c(=O)[nH]c2c1 (configuration not stated)	-1%
2	Cc1ccc(-c2nnc3c4ccccc4c(C)nn23)cc1S(=O)(=O)N1CCN(CCO)CC1	-6%
3	Cc1ccc(OCC(=O)O)c(-n2nc3ccccc3n2)c1	5%
4	Cc1c(-c2ccccc2)nc(N)c(C#N)c1-c1ccco1	-6%
5	Cn1c(=O)cc(OCC(=O)NCCCN2CCN(c3ccccc3F)CC2)c2ccccc21	-4%
6	CCOC(=O)C1CCCN(C(=O)CN(c2ccc(OC)cc2)S(=O)(=O)c2c(C)noc2C)C1 (configuration not stated)	3%
7	CCc1ccccc1N(CC(=O)N1CCN(c2ccccc2F)CC1)S(C)(=O)=O	-3%
8	CCOc1ccc(C2CC(c3ccc(CC)cc3)Nc3nc(N)nn32)cc1 (configuration not stated)	9%
9	Cn1c(O)c(C=NCc2ccco2)c(=O)n(C)c1=O	13%
10	O=C(CCc1nc2ccccc2c(=O)[nH]1)NC1CCN(Cc2ccccc2)CC1	3%
11	O=C(c1cc(C(F)(F)F)cc(C(F)(F)F)c1)N1CCC2(CCCN(c3ncccn3)C2)CC1	-3%
12	CCOC(=O)c1c(NC(=O)c2cc(C3CC3)on2)sc(C(C)=O)c1C	5%
13	CN(C)CCC(c1ccc(Cl)cc1)c1ccccn1 (configuration not stated)	8%
14	CC(=O)N1CCc2[nH]c3ccccc3c2C1	-5%
15	O=C(CC1SCCNC1=O)Nc1cc(Cl)cc(Cl)c1 (configuration not stated)	-4%
16	COc1ccccc1-c1noc(CCC(=O)Nc2ccccc2Cl)n1	-1%
17	COc1ccc(CC(=O)Nc2ccc(-c3nnc(-c4ccccc4)o3)cc2)cc1OC	-2%
18	O=S(=O)(Nc1ccc2c(c1)oc1ccccc12)N1CCCC1	-3%
19	COc1cc(-n2cnnn2)ccc1S(=O)(=O)N1CCOCC1	8%
20	CCOC(=O)c1[nH]cnc1C(=O)NC1CCCCC1	-5%
21	FC(F)(F)c1ccccc1-c1ccc2ncnc(NCc3cccnc3)c2c1	12%
22	C=CCn1c(SCC(N)=O)nnc1-c1cc(Br)ccc1O	-3%
23	c1ccc2c(c1)nc1n2C2(N3CCOCC3)CCCC2C1N1CCOCC1 (configuration not stated)	-5%
24	O=C(c1cccc(F)c1)N1CCC2(CC1)CN(c1ccncc1)C2	3%
25	Clc1ccc(C(c2nnnn2C2CCCCC2)N(Cc2cccnc2)Cc2ccco2)cc1 (configuration not stated)	0%
26	CCOC(=O)NC(Nc1ccc(S(N)(=O)=O)cc1)(C(=O)OCC)C(F)(F)F (configuration not stated)	-1%
27	COC(=O)c1c(N)c2ccccc2[nH]c1=O	-2%
28	Fc1ccc(CN2CCCCCCC2)c(F)c1	-5%
29	O=c1[nH]c2ccc(Cl)cc2c(-c2ccccc2)c1CN1CCOCC1	-3%
30	Cc1cc(C)n(-c2ccc(OCC(=O)O)nn2)n1	3%
31	COc1ccc(OCCOC(=O)c2cccs2)cc1	0%
32	COC(=O)c1sccc1NC(=O)c1cc(C)on1	-4%
33	COC(=O)C1=C(NC(=O)c2cccc(C)c2)CCS1	1%
34	CCC(C)(NC(=O)c1ccccn1)C(=O)NC1CCCCC1 (configuration not stated)	-2%
35	CCS(=O)(=O)c1ccc(O)c(NC(=O)Nc2ccccc2)c1	-3%
36	COc1ccc(N(CC(=O)Nc2ccc3c(c2)OCO3)S(C)(=O)=O)c(OC)c1	-5%
37	COC(=O)NC1CSCC1OC(=O)CN1C(=O)c2ccccc2C1=O (configuration not stated)	20%
38	c1ccc(SCCSc2ccccc2)cc1	8%
39	C[C@@H](O)[C@H]1C(=O)N2C(C(=O)O)=C(S[C@@H]3CN[C@H](C(=O)N(C)C)C3)[C@H](C)[C@H]12	-1%[12.8 µM]
40	O=C(O)c1ccc(CSc2ncn[nH]2)cc1	-3%
41	O=C(Cn1cnc2c(nnn2Cc2ccc(Cl)cc2)c1=O)OCc1ccccc1	-3%
42	CCOc1c(C(N)=O)c(-c2ccccc2)c2c(=O)[nH]c3ccccc3n12	1%
43	O=C(O)C1C2C=CC(O2)C1C(=O)Nc1ccc(S(=O)(=O)N2CCc3ccccc32)cc1 (configuration not stated)	-2%
44	CC(C)OC(=O)c1cn(-c2ccccc2)nc1-c1ccco1	-5%
45	COC(=O)Cn1c2c(c3cc(C)ccc31)CCCC2	-5%
46	Cc1nnc(Nc2ccc(C(=O)NCCO)cc2)c2ccccc12	4%
47	CCC(=NCCCN(C)C)c1c(O)n(-c2ccc(OC)cc2)c(=O)[nH]c1=O	0%
48	Cn1c(CSc2ccccc2)c(C#N)c2ccccc21	3%
49	COc1ccccc1OCC(=O)NCC1CCCCC1	10%
50	CCN(CC)S(=O)(=O)c1cc(C(=O)Nc2ccc(Cl)cn2)ccc1C	0%

More entries.
No.	canonical_smiles	AmpC inh det
51	CSc1nc(O)c(C2OC(=O)c3ccccc32)c(=O)[nH]1 (configuration not stated)	-1%
52	CCC(=O)c1cc2c(C)cc(=O)oc2c(C)c1O	-6%
53	Cc1ccc2nc(NC(=O)CN(C)S(=O)(=O)c3cccc4nsnc34)sc2c1	-1%
54	Cc1ccc(C2C(S(C)(=O)=O)=C(O)C(=O)N2c2ccccc2)cc1 (configuration not stated) (tested in a mixture with another compound)	-4%
55	O=C(O)c1ccccc1OCCOCCOc1ccccc1C(=O)O	0%
56	CCn1c(CNC(=O)c2cccs2)nnc1SCC(=O)NCCc1ccccc1	-1%
57	CCC(=O)N1C(C(=O)N2CCCC2)CSC1c1ccc(OC)cc1 (configuration not stated)	2%
58	COc1ccccc1C1/C(=C(/O)c2ccccc2)C(=O)C(=O)N1CC(C)C (configuration not stated)	-2%
59	C1CN(c2nc3nonc3nc2N2CCOCC2)CCO1	-3%
60	Cc1cc(NC(=O)CSc2nc(-c3ccccc3)cs2)no1	-5%
61	COc1ccc(OCC(=O)c2c(O)c3ccccc3oc2=O)cc1	-3%
62	CCOC(=O)C1CCN(C(=O)CSC2=NCCS2)CC1	0%
63	COc1ccc(-c2noc(CCC(=O)NC3CCCCC3)n2)cc1OC	1%
64	Nc1ccc(Cl)cc1N	9%
65	CCN1CCCC1CNC(=O)CSCc1nc(-c2ccccc2C)oc1C (configuration not stated)	-5%
66	Cc1cccc(CN2CCC(CNC(=O)C3CCCN(S(=O)(=O)c4cnc[nH]4)C3)CC2)c1 (configuration not stated)	12%
67	CCOc1cc2[nH]c(=S)n(CCOC)c(=O)c2cc1OCC	3%
68	COc1ccc(-c2cc(C(=O)Nc3cc(OC)c(OC)c(OC)c3)no2)cc1OC	-8%
69	Cc1ccc(-c2nnc(CSc3nncn3N)o2)cc1	-4%
70	CC1CN(C(=O)c2ccccc2)OC(c2ccc3c(c2)OCO3)O1 (configuration not stated)	-1%
71	COc1ccc(C2(C(=O)O)CCCC2)cc1	0%
72	CC1CCc2nn(CC(=O)NCc3ccc(F)cc3)cc2C1 (configuration not stated)	10%
73	CCC(=NCc1ccco1)c1c(O)n(C2CCCCC2)c(=O)[nH]c1=O	1%
74	CCOc1ccccc1N/C=C/C(=O)C(C)(C)C	-4%
75	O=C(Nc1ccccc1Cl)c1ccc2c(c1)N(Cc1ccc(F)cc1)C(=O)CS2=O (configuration not stated)	5%

Grouped by structure, the compounds so far containing a cyano group.
No.	canonical_smiles	AmpC inh det
4	Cc1c(-c2ccccc2)nc(N)c(C#N)c1-c1ccco1	-6%
48	Cn1c(CSc2ccccc2)c(C#N)c2ccccc21	3%

Further structures
No.	canonical_smiles	AmpC inh det
76	CCNC(=O)NC(=O)COC(=O)c1ccccc1SCC(=O)NC(=O)NCC	-3%
77	COc1ccccc1C(=O)N1CCN(C(=O)COc2cccc(C)c2)CC1	-2%
78	CCCOC(=O)Nc1ccccc1C(N)=O	-2%
79	COc1ccc(C(=O)N2CCC3(CC2)CN(c2ccccc2)C3)cc1	2%
80	COc1cc2c(C#N)c(N3CCOCC3)nc(N)c2c(N)n1	-5%
81	CCCS(=O)(=O)C(=C1NCCO1)S(=O)(=O)CCC	14%
82	Cc1nnc(C)n1/N=C/C=C/c1ccccc1	13%
83	CC(=O)NC1CC2CCC(C1)N2Cc1ccc(C)cc1 (configuration not stated)	-4%
84	COc1ccc(Nc2nc(CC(C)=O)ns2)cc1OC	3%
85	CCOC(=O)C1OC1(C)c1ccccc1 (configuration not stated)	8%
86	CCOC(=O)N1CCC(N2Cc3cccc(C(=O)NCC4CCN(CC(C)C)C4)c3C2=O)CC1 (configuration not stated)	5%
87	Cc1nc(C)c(-c2csc(Nc3cccnc3)n2)s1	-3%
88	O=c1cc(CN2CCN(c3ccccc3)CC2)c2cc(O)c(-c3ccccc3)cc2o1	-4%
89	CC12CC(NC(=O)N1Cc1ccccc1)c1ccccc1O2 (configuration not stated)	1%
90	c1ccc2c(c1)nc(N1CCOCC1)c1c3ccccc3[nH]c21	-4%
91	Cc1ccc(OCC(=O)NCc2ccco2)cc1C	-4%
92	Cc1nc(Nc2ccc3c(c2)OCCO3)c2nnn(Cc3ccccc3Cl)c2n1	7%
93	c1ccc([C@H]2CNCc3ccccc32)cc1	-2%
94	CCN(CC)CCNc1nc2c(c(=O)[nH]c(=O)n2C)n1CC(O)COc1ccc(Cl)cc1Cl (configuration not stated)	5%
95	Cc1c(CN2CCC(C)CC2)c(=O)n(-c2ccccc2)n1C	0%
96	Cc1nc(NC(C)C)c2oc3ccccc3c2n1	-3%
97	CCc1cccc2c(-c3ccccc3)c3c(nc12)OCC3	-3%
98	Cc1ccc(C(=O)N(CC(=O)NC2CCCC2)Cc2cccs2)s1	-1%
99	CCc1ccccc1NC(=O)c1cc(-c2cccc(O)c2)on1	7%
100	CSc1ccccc1NC(=O)COc1ccc(S(=O)(=O)N2CCCC2)cc1	-2%
101	CCSc1nnc2c(n1)OC=Nc1ccc(Br)cc1-2	-2%
102	C[N+]1([O-])[C@@H]2CC(OC(=O)[C@@H](CO)c3ccccc3)C[C@@H]1[C@H]1O[C@H]12 (some centres not stated)	-4%[5.75 µM]
103	Cc1cc(N2CCN(c3ccccn3)CC2)n2c(nc3ccccc32)c1C#N	10%
104	CCC(=O)N1CCN(c2ccc(NC(=O)c3ccco3)cc2)CC1	-4%
105	COC(=O)Nc1ccc(OCc2ccccc2)cc1	-3%
106	Cc1cc(Cl)c(S(=O)(=O)NCC2CCCO2)cc1OCC(N)=O (configuration not stated)	-3%
107	COC(=O)n1c(=O)oc2cc(S(=O)(=O)N3CCCCC3)ccc21	16%
108	CCN(CC)S(=O)(=O)c1ccc2[nH]cc(C(=O)NCCC3=CCCCC3)c(=O)c2c1	-2%
109	Cc1ccc(-c2csc3nc(C)n(-n4cccc4)c(=O)c23)o1	1%
110	O=S(=O)(NCCC1=CCCCC1)c1cccc2nsnc12	12%
111	CC1(C)CC(=O)C2=C(C1)NC(SCC(=O)Nc1ccccc1)=C(C#N)C21CCCCC1	3%
112	Cc1ccc2[nH]c(=O)c(-c3noc(C(C)C)n3)cc2c1	10%
113	CC(C)C(=O)Nc1ccc(NC(=O)c2cccs2)cn1	5%
114	CCN(CC)CCn1c(OC)cc(=O)[nH]c1=O	-3%
115	O=P(OCC(F)(F)C(F)F)(N1CCOCC1)N1CCOCC1	10%
116	Cc1ccc(C2C(C#N)=C(N)SC(N)=C2C#N)c(C)c1	-3%
117	O=c1c2cn[nH]c2nc(SCc2ccc3c(c2)OCCO3)n1-c1ccccc1	9%
118	Cc1nc2cc(NC(=O)N3CCN(c4ccccn4)CC3)ccc2o1	1%
119	CCOc1cc(C)c(Cl)cc1S(=O)(=O)NCc1ccc2c(c1)OCO2	-7%
120	CCN(CC)C(=O)C1CCCN(C/C(C)=C/c2ccccc2)C1 (configuration not stated)	8%
121	Cc1nnc(SCC(=O)Nc2cc(C(F)(F)F)ccc2N2CCOCC2)o1	0%
122	CS(=O)(=O)N1CCC2(CCCN(c3ccncc3)C2)CC1	-4%
123	N#Cc1nc(-c2ccco2)oc1NCCN1CCOCC1	-2%
124	COc1ccc(S(=O)(=O)CCC(=O)N2CC(=O)N(CCc3ccccc3)C(=O)C2)cc1	-4%
125	Cc1ccc(S(=O)(=O)NC(CC(=O)O)c2ccco2)cc1 (configuration not stated)	0%

Brought forward from above: 7 compounds, then new ones.
No.	canonical_smiles	AmpC inh det
119	CCOc1cc(C)c(Cl)cc1S(=O)(=O)NCc1ccc2c(c1)OCO2	-7%
120	CCN(CC)C(=O)C1CCCN(C/C(C)=C/c2ccccc2)C1 (configuration not stated)	8%
121	Cc1nnc(SCC(=O)Nc2cc(C(F)(F)F)ccc2N2CCOCC2)o1	0%
122	CS(=O)(=O)N1CCC2(CCCN(c3ccncc3)C2)CC1	-4%
123	N#Cc1nc(-c2ccco2)oc1NCCN1CCOCC1	-2%
124	COc1ccc(S(=O)(=O)CCC(=O)N2CC(=O)N(CCc3ccccc3)C(=O)C2)cc1	-4%
125	Cc1ccc(S(=O)(=O)NC(CC(=O)O)c2ccco2)cc1 (configuration not stated)	0%
126	COc1ccc2c(Cl)c(-c3nnc(SCC(N)=O)n3C)sc2c1	10%
127	Cn1c(=O)c2c(nc(Br)n2CCc2ccccc2)n(C)c1=O	11%
128	COCCn1c(=O)c(-c2cc(F)cc(F)c2)nc2cnc(Nc3cccc(OC)c3)nc21	-1%
129	COc1ccc(C(c2sc3ncnn3c2O)N2CC(C)OC(C)C2)cc1OC (configuration not stated)	12%
130	CCCn1c(-c2ccc(F)cc2)nc2c(NCCN3CCSCC3)nc(C)nc21	15%
131	Cc1ccc(C(=O)c2coc3ccc(O)c(CN4CCN(C)CC4)c23)cc1	-1%
132	N=C(c1ccc2ccccc2c1)c1ccccc1Cc1ccccc1	-2%[5.75 µM]
133	COC(=O)c1ccc(C)cc1	6%
134	CC1(C)[C@@H]2CC[C@@]1(CS(=O)(=O)Nc1ccccc1)C(=O)C2	0%[5.75 µM]
